Screening results: PubChem BioAssay, several laboratories
RGS8-Gao reg: human RGS8-Galphao interaction regulation | response (percent of control binding), % at 10 µM | 220,000 tested, 0.34% active | P09471 | multiplexed bead flow cytometry, RGS8-Galphao binding; actives lie on both sides; in the data active = response below about 60% or above about 140%; inactive = in between;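 also: Galphao activated as the GDP aluminium fluoride complex binding bead-coupled RGS8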
Bim-Bcl-XL: human Bim-Bcl-XL interaction inhibition. Bim peptide-Bcl-XL binding, bead flow cytometry, fluorescence. inhibition, % at 10 µM. 190,000 tested, 0.04% active. AID 1007
Target sequence (Q07817 whole entry, looked up): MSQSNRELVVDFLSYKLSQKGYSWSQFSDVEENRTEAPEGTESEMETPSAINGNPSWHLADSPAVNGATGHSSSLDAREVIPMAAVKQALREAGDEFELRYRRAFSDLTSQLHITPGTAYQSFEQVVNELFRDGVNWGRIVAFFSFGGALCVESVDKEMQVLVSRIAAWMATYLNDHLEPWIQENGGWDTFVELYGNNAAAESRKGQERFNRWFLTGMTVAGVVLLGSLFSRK
RGS4-Gao reg: modulates binding of RGS4 to human Galphao | P09471 | Multiplexed bead flow cytometry; actives lie on both sides | binding response (% of control), % at 10 µM | 220,000 tested, 0.33% active | AID 1415; in the data active = binding response below about 49% or above about 150%; inactive = in between;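 also: fluorescent Galphao activated with aluminum fluoride binding bead-coupled RGS4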
RGS7-Gao reg: human RGS7-Galphao interaction regulation | P09471 | Multiplexed bead flow cytometry, RGS7-Galphao binding; actives lie on both sides | binding response (% of control), % at 10 µM | 220,000 tested, 0.35% active | AID 1439; in the data active = binding response below about 49% or above about 150%; inconclusive = no clear call, values can overlap the other calls; inactive = in between;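 also: fluorescent Galphao held in activated GDP-AlF4 state binding bead-coupled RGS7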
Bim-Bcl-B: inhibitors of Bim-Bcl-B interaction, human; 190,000 tested, 0.073% active; bead-based flow cytometry, Bim peptide-Bcl-B binding; inhibition, % at 10 µM; Q9HD36;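 also: 0% = tracer peptide without compound and 100% = reference inhibitor peptide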
Bim-Bcl-2: disrupts Bim peptide binding to human Bcl-2 | inhibition, % at 10 µM | 190,000 tested, 0.06% active | P10415 | Bead-based flow cytometry, Bim peptide-Bcl-2 binding | AID 950; in the data active = inhibition above about 40%; inconclusive = no clear call, values can overlap the other calls;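 also: 0% = no compound wells with probe peptide and 100% = reference peptide inhibitor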
Target sequence (P10415 whole entry, looked up): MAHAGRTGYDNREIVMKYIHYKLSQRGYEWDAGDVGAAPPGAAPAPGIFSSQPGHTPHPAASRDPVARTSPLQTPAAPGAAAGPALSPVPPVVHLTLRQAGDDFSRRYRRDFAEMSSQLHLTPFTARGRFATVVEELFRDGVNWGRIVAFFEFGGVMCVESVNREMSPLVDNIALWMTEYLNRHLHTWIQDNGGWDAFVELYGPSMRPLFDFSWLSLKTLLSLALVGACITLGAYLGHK
Mcl1 Bid PPI: Mcl-1/Bid interaction inhibition; Q07820; TR-FRET Mcl-1/Bid-Dy647 peptide binding, 1536-well; inhibition, % at 21.7 µM; 220,000 tested, 0.97% active; AID 1021;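 active = compounds that cut the binding signal by more than half at the single screening dose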;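 also: His-tagged Mcl-1 with europium anti-His antibody binding Bid BH3 peptide; 0% = Mcl-1 plus peptide wells and 100% = peptide-only wells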
Target sequence (Q07820 whole entry, looked up): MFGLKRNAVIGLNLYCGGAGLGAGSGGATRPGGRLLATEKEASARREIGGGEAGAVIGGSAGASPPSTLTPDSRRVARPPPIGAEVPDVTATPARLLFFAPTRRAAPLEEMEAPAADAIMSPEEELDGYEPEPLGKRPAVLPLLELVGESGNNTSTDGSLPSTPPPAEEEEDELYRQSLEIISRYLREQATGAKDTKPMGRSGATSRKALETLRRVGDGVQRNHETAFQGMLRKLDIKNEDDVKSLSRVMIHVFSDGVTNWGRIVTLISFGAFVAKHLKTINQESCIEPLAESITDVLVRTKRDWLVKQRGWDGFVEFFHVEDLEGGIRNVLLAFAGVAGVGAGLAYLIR
Mcl1-Noxa inh: Mcl-1/Noxa interaction inhibition. 220,000 tested, 1.5% active. AID 1022. Q07820. inhibition, % at 21.7 µM. TR-FRET Mcl-1/Noxa peptide binding, 2 h;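 active = compounds that cut the protein-peptide binding signal by more than 50% relative to plate controls in a single-dose test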;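 also: His-tagged Mcl-1 with rhodamine Noxa BH3 peptide and terbium anti-His antibody; 0% = Mcl-1 plus Noxa peptide wells and 100% = peptide-only wells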
Mcl-1 Bim block: disrupts Bim peptide binding to human Mcl-1; Q07820; inhibition, % at 10 µM; 190,000 tested, 0.1% active; Bead-based flow cytometry, Bim peptide-Mcl-1 binding; AID 1009;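 also: 0% = no compound tracer wells and 100% = peptide blocker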
Bcl-W Bim block: human Bim-Bcl-W interaction inhibition; bead-based flow cytometry, Bim peptide-Bcl-W binding; inhibition, % at 10 µM; 190,000 tested, 0.02% active; AID 952;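 also: 0% = bound tracer without compound and 100% = peptide blocker; higher means less fluorescent Bim peptide bound to Bcl-W beads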
Target sequence (Q92843 whole entry, looked up): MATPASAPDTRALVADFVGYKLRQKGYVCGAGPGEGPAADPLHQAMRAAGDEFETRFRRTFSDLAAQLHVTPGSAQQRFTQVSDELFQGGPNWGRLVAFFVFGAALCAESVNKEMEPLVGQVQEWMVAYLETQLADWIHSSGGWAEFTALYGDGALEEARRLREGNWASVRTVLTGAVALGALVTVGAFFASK
Bim-Bfl-1: human Bim-Bfl-1 interaction inhibition; Q16548; Bead-based flow cytometry, Bim-Bfl-1 binding inhibition; inhibition, % at 10 µM; 190,000 tested, 0.12% active;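 also: 0% = wells without compound plus tracer and 100% = blocker peptide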
* marks the source's active call; other numbers are inactive results; ? = inconclusive; · = no result given; [ ] = another dose, or the depositor's remark. Rule as the data show it, unless noted: active = inhibition above about 40%.

SMILES	RGS8-Gao reg	Bim-Bcl-XL	RGS4-Gao reg	RGS7-Gao reg	Bim-Bcl-B	Bim-Bcl-2	Mcl1 Bid PPI	Mcl1-Noxa inh	Mcl-1 Bim block	Bcl-W Bim block	Bim-Bfl-1
COC(=O)CCC(=O)N1CCCC(CO)(Cc2ccccc2)C1 (centres undefined)	100	-3	99	100	-3	-5	-11	2	-4	-2	-9
CC1(c2ccccc2Cl)NC(=O)N(CC(=O)NC(=O)NCc2ccco2)C1=O (centres undefined)	103	-9	107	103	-9	-8	-33	-7	-4	-4	-18
CCCCCn1c(=O)[nH]c2cc(C(=O)NCc3ccccn3)ccc2c1=O	106	-7	102	103	-5	4	-10	-1	0	2	-4
O=C(/C=C/c1ccc(N2CCC(c3ccccc3)=N2)cc1)c1ccccc1	97	·	113	153*[activator]	·	?	-14	13	·	·	·
CCn1cnc2sc(C)c(C)c2c1=O	102	-4	103	104	-2	-1	-18	0	-3	-3	-2
COc1ccccc1/C=N\Nc1cn[nH]c(=O)c1Cl	95	-2	92	89	1	0	-7	11	-2	-1	-6
Cc1ccc(-n2nc(C)c3c(=O)[nH]c(C(F)(F)F)nc32)cc1	82	0	96	96	2	7	0	3	2	0	-1
COc1ccccc1CCNC(=O)CSc1ccc(-c2ccco2)nn1	100	-4	98	94	-3	-1	-44	18	0	0	-1
CC1CCC/C(=N\NC(=O)c2ccncc2)C1 (centres undefined)	84	-2	102	105	-5	0	5	17	0	-3	-1
COc1ccccc1-c1ccc(/C=N/O)o1	101	·	103	?	·	·	-5	24	·	·	·
Cc1c(NC(=O)C(C)OC(=O)c2cccc(S(=O)(=O)N3CCOCC3)c2)c(=O)n(-c2ccccc2)n1C (centres undefined)	99	·	100	?	·	·	-11	1	·	·	·
Cc1cc(C)cc(N(CC(=O)NC2CCCC2)S(=O)(=O)c2c(C)[nH]c(=O)[nH]c2=O)c1	102	·	102	?	·	·	-28	6	·	·	·
O=C(O)c1cccc(N/N=C/c2cccs2)c1	89	-3	95	94	-1	-2	-82	14	-3	-1	-3
COC(=O)c1ccc(C)c(NC(=O)CN(c2ccccc2)S(=O)(=O)N(C)C)c1	102	0	101	101	0	-3	-7	-4	3	0	-4
Cc1nnc(NC(=O)CSc2ncnc3c2cnn3-c2ccccc2C)s1	97	-1	91	99	-1	0	-4	6	0	3	-5
COCCn1c(-c2ccccc2)nc2c(c(=O)c3ccccc3n2C)c1=O	94	-5	97	99	-8	-6	-1	-14	-4	-3	-2
Cc1nn2c(C)c(C(=O)Nc3ccccc3)cnc2c1-c1ccccc1	102	·	98	?	·	·	1	11	·	·	·
O=C(Nc1ccccc1)Nc1cccc2cccnc12	102	1	103	104	0	0	-1	5	-2	-2	-1
CC(C)(C)C(=O)Nc1sc2c(c1C#N)CCC2	102	-1	104	102	-1	0	-29	7	1	0	-2
CCNC(=S)NNC(=O)C(c1ccccc1)c1ccccc1	102	-10	106	104	-19	-13	-8	5	-5	-1	-17
CCC(=O)Nc1cccc(C(=O)/C=C/c2ccc(F)cc2)c1	96	1	93	82	0	0	-20	12	0	2	-1
Cc1cccc2cc(C(c3nnnn3CC3CCCO3)N3CCOCC3)c(=O)[nH]c12 (centres undefined)	109	4	110	109	-9	-8	-3	-10	-2	-2	-12
CC(/C=N\NC(=O)c1ccc(C)nc1)=C\c1ccccc1	100	-4	111	93	-6	-1	2	0	-1	-3	0
c1ccc2sc(NC3=NCN(CC4CCCO4)CN3)nc2c1 (centres undefined)	104	-2	98	93	-6	-7	-3	10	0	-2	-10
CCn1cc(C(=O)N2CCN(c3ccc(F)cc3)CC2)c2cc(OC)c(OC)cc2c1=O	114	-18	104	107	-4	-5	-4	-4	-27	-13	1
CCCNC(=O)CN(C)S(=O)(=O)c1c(C)cc(C)cc1C	90	1	92	96	-2	0	-6	-4	0	0	0
NC1=NC(=O)S/C1=C\c1ccc(O)cc1	103	-1	103	104	-1	-4	-45	13	0	0	0
CCC(CC)=N/N=C/c1c(O)n(CC)c2cc(C3=NNC(=O)CC3)ccc12	67	9	80	77	0	-1	66*	49	9	1	17
Cc1c(N=C2SCC(=O)N2/N=C/c2ccccc2Cl)c(=O)n(-c2ccccc2)n1C	105	-14	101	99	-37	-22	-21	22	-141	1	-13
Cc1ccc(OCc2nnc(SCC(=O)CC(=O)Nc3ccccc3)o2)cc1	99	11	99	100	-1	-1	-24	-5	3	0	1
COc1cccc(NC(=O)/C=C/c2ccccc2[N+](=O)[O-])c1	105	-2	100	102	-3	0	-16	27	-2	0	0
CCOC(=O)CC(=O)CSc1nc2c(c(C)c1C#N)CCC2	100	0	102	99	-3	-1	-16	23	-1	0	0
Cc1ccc(C(=O)Nn2cnc3scc(-c4cccs4)c3c2=O)c(O)c1	97	-1	104	103	0	0	-27	4	0	-1	1
NC(=O)c1ccccc1N/C=C/C(=O)c1ccco1	96	2	84	88	3	5	·	·	3	3	0
COC(=O)CCCC(=O)N1CCCC(CCC(=O)NCc2ccc(F)c(F)c2)C1 (centres undefined)	98	0	97	104	-1	-3	-1	6	-1	0	-3
Cn1c(=O)c2[nH]c(N3CCOCC3)nc2n(-c2ccccc2)c1=O	108	-3	112	112	-3	2	-43	13	0	-1	0
CC(C)(C)OC(=O)C1C(=O)CC(C)(O)C(C(=O)OC(C)(C)C)C1c1cccnc1 (centres undefined)	96	-1	94	94	-10	-5	-17	-3	1	2	-8
CCCCCOC(=O)Nc1ccc(S(=O)(=O)Nn2cnnc2)cc1	109	-2	93	104	-1	-2	-19	6	-5	-4	-1
Cc1ccc(NC(=O)c2noc3c2CC(C(C)(C)C)CC3)cc1 (centres undefined)	103	-5	105	102	-7	-11	7	-6	-3	0	-15
CCN(CC)S(=O)(=O)c1ccc(C(=O)N2CCc3ccccc32)cc1	106	0	105	100	-5	-2	-5	-2	0	0	-8
COc1ccccc1-c1c(NC(=O)c2ccco2)n(C)c2ccccc2c1=O	101	·	97	?	·	·	-7	-1	·	·	·
Nc1nc2ccccc2n1CCOc1ccccc1Cl	103	-4	106	102	-9	-14	-29	12	-3	4	-12
C[C@H]1C=C(C(=O)N2CCN(Cc3ccc4c(c3)OCO4)CC2)O[C@@H](OCc2ccc(CO)cc2)C1	101	-2	100	99	-4	-3	8	18	-2	0	-6
COc1ccc(S(=O)NC2CCCCC2)c(OC)c1C (centres undefined)	93	-3	92	99	-12	-2	-28	26	-2	-1	0
COc1ccc(CC(=O)Nc2c3c(nn2-c2ccccc2C)CS(=O)C3)cc1 (centres undefined)	101	-3	99	100	-2	4	-12	-12	1	1	0
O=C(Cn1ccc([N+](=O)[O-])n1)N1CCc2ccccc21	98	0	99	98	1	2	-30	2	-2	-3	3
CC1(c2nnc(Cc3ccccc3)o2)CC(c2ccc([N+](=O)[O-])cc2)=NO1 (centres undefined)	99	·	101	?	·	·	18	4	·	·	·
COc1ccccc1NC(=O)/C(=N/OCc1ccc(F)cc1)C(C)=O	101	-1	100	101	-2	-3	-29	-33	0	0	0
Cc1cc(C)c2nc(-c3cccnc3)cc(C(=O)Nc3ccc(S(=O)(=O)Nc4onc(C)c4C)cc3)c2c1	101	-1	100	100	-1	-3	-23	18	0	3	-6
Cc1ccc(-c2cc(C(=O)Nc3ccc(S(=O)(=O)N4CC(C)OC(C)C4)cc3)[nH]n2)c(O)c1 (centres undefined)	102	·	108	?	·	·	22	-88	·	·	·
Later entries
SMILES	RGS8-Gao reg	Bim-Bcl-XL	RGS4-Gao reg	RGS7-Gao reg	Bim-Bcl-B	Bim-Bcl-2	Mcl1 Bid PPI	Mcl1-Noxa inh	Mcl-1 Bim block	Bcl-W Bim block	Bim-Bfl-1
CCN(CC(=O)Nc1ccc(N2CCOCC2)cc1)C(=O)COc1ccccc1OC	99	1	98	101	-3	0	-33	15	0	-1	-2
Cc1cc(C)n(C(=O)c2ccc(NC(=O)C3COc4ccccc4O3)cc2)n1 (centres undefined)	103	-2	101	102	-13	-10	12	16	-4	-2	-13
CC1CCc2nn(CC(=O)NCc3ccc(F)cc3)cc2C1 (centres undefined)	103	-11	104	99	-5	-8	-4	-7	-5	-4	-12
O=C(O)Cc1ccc(C(=O)c2ccc(F)cc2)s1	100	-6	100	99	-9	-9	6	-5	-2	-1	-17
Cc1noc(-c2ccccc2)c1NC(=O)Nc1ccccc1	99	·	94	?	·	·	-2	3	·	·	·
Fc1ccc2[nH]c3c(N4CCc5ccccc5C4)ncnc3c2c1	99	·	99	?	·	·	0	19	·	·	·
C#CCOCCOCCOCCNc1nc(N2CCN(C(=O)[C@H](Cc3ccc(O)cc3)n3cc([C@@H](N)CC(C)C)nn3)CC2)nc(N2CCN(C(=O)[C@H](Cc3ccc(O)cc3)n3cc([C@@H](N)CC(C)C)nn3)CC2)n1	102	0	101	106	-4	-1	27	24	0	2	-3
O=C(CSc1nnnn1-c1ccc(F)cc1)Nc1nc2ccccc2s1	101	-6	101	97	-12	-10	-19	9	-3	-1	-18
O=C(O)C1CCN(c2c([N+](=O)[O-])cc(C(F)(F)F)cc2[N+](=O)[O-])CC1	99	-21	98	103	-4	-6	19	10	-3	0	-5
CCOC(=O)c1ccc(NC(=S)N(CCN2CCCCCC2)Cc2cccs2)cc1	98	-7	103	?	-15	-4	-29	11	-6	-1	-5
CCC(=O)Oc1ccc(/C(CC)=C(\CC)c2ccc(OC(=O)CC)cc2)cc1	104	-2	104	101	-5	0	-5	14	-2	-4	-2
Clc1ccc(-c2csc3ncnc(Cl)c23)cc1	102	-4	105	103	-1	-5	-13	13	-2	-3	-3
Cc1ccc2c(c1)cc(CN(Cc1cccnc1)C(=O)c1ccccc1)c1nnnn12	99	-1	100	96	-1	-4	-10	1	-1	-1	-6
CCOC(=O)CCCNC(=O)CCNC(=O)c1ccc(OCC(C)C)cc1	99	·	101	?	·	·	-4	-3	·	·	·
CCOc1ccc(CN2C(=O)c3ccccc3C2=O)cc1C(=O)Nc1nnc(SCC)s1	103	-5	96	97	-6	-2	4	-21	-3	-3	-2
CCOC(=O)c1ccc(CNC(=O)CSc2nnc(-c3ccncc3)o2)cc1	107	-2	100	103	1	4	-2	15	0	0	0
O=C(NCc1ccccc1)c1ccc(CNc2c(N3CCCC3)c(=O)c2=O)cc1	100	·	99	?	·	·	-9	-6	·	·	·
CCCCN(c1ccccc1)c1ncnc(N)c1[N+](=O)[O-]	100	11	101	94	7	-10	4	3	0	19	-1
Cc1cc(C)c2c(CN3CCOCC3)cc(=O)oc2c1C	103	·	102	?	·	·	-3	4	·	·	·
C=CCSc1nc(N)c(C#N)c(-c2ccccc2)c1C#N	112	-2	101	107	-3	0	-24	-36	-2	-2	0
O=C(CSc1nnc2scc(-c3ccc(Cl)cc3)n12)NCc1ccco1	105	-10	106	103	-6	-7	-6	2	-3	-1	-17
Cc1ccc(NC(=O)COc2ncnc3sccc23)cc1S(=O)(=O)N(C)C	102	-2	100	102	-2	-3	-15	33	-3	-1	-2
CCOc1ccc(S(=O)(=O)N2CCN(C(=S)NCc3ccccc3)CC2)cc1	101	·	95	?	·	·	-22	-15	·	·	·
